Assay outcomes (PubChem BioAssay)
DDE Tn7 FP inh – disrupts Tn7 cyclic peptide binding to fibrin D-Dimer-E complex. FP displacement of FITC-Tn7 peptide from fibrin DD(E); 0% = median of compound wells per plate. inhibition, % at 8.3 µM. actives 0.13% (n = 370,000). AID 720508;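 active means inhibition above the mean of compounds falling within the control limits plus 3 SD of them, cut at about 14% in these data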;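 further: 0% = plate median of compound wells and 100% = 10 µM Aha-Tn7 peptide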
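Assay system: Human fibrin DD(E) protein | Medium: Tris buffer with calcium and detergent, pH 7.8 | Reagent: 0.1 µM fluorescent Tn7 | Compound dosing: Single point at 8.3 µM | Times: 10 min preincubation, 3 h with tracer, room temperature | Detection: Fluorescence polarization of the labelled Tn7 tracer | Controls: Aha-Tn7 high control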
ASAP1 inh – ASAP1 ArfGAP inhibition; ASAP1-stimulated ARF1 GTP hydrolysis, GDP FP detection; inhibition, % at 16.5 µM; actives 0.19% (n = 360,000); in the data active means inhibition above about 25%;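 further: 0% = vehicle with enzyme and substrate and 100% = no enzyme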
KLK7 zymogen act – proKLK7 (human) activation, primary screen. P49862. purified proKLK7, EDANS-DABCYL substrate fluorescence; 100% is mature enzyme control, 0% vehicle. activation, % at 7 µM. actives 0.9% (n = 370,000);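 active means activation above the mean of all tested compounds plus 3 SD, computed per campaign excluding outliers beyond control limits, cut at about 13% in these data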
Target sequence (P49862 whole entry, looked up): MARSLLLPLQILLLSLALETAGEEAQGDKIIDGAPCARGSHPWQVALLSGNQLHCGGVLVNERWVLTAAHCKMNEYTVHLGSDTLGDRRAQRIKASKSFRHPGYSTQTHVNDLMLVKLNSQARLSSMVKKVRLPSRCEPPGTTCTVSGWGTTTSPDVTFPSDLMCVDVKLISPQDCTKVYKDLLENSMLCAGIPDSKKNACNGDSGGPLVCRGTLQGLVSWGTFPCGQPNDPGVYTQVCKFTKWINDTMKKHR
PLC-gamma1 inh – blocks human PLC-gamma1 enzyme activity | P19174 | purified PLC-gamma1, fluorogenic substrate, fluorescence | inhibition, % at 12.2 µM | actives 0.84% (n = 370,000); in the data active means inhibition above about 9.5%
ARFGAP1 inh – inhibitors of rat ARFGAP1. Q62848. inhibition, % at 16.5 µM. actives 0.26% (n = 360,000). Arfgap1-stimulated ARF1 GTP hydrolysis, GDP FP detection;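 active means inhibition above a per-plate limit, mean inhibition of low control wells plus 3 SD, cut at about 25% in these data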;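 further: 0% = DMSO wells with enzyme and 100% = wells lacking Arfgap1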
Target sequence (Q62848 1-136 limits assumed): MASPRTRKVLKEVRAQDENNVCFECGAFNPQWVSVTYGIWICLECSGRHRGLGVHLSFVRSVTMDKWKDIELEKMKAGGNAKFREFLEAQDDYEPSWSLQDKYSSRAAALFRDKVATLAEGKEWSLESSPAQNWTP
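Replicates: Single well per compound | Assay system: Truncated rat Arfgap1 GAP domain | Control set: No-Arfgap1 wells (100%) versus DMSO full-reaction wells (0%) | Times: Enzyme reaction 120 min at 25 °C after 20 min preincubation | Reagent: Human ARF1(Δ1-17)-GTP substrate | Measured by: Tracer-displacement fluorescence polarization with EDTA stop, 620/688 nm | Measure: Percent inhibition of Arfgap1-stimulated GTP hydrolysis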
LEDGF integ inh – blocks HIV-1 LEDGF/p75-dependent DNA integration | TR-FRET IN-LEDGF/p75 DNA integration, Eu/Cy5 | inhibition, % at 3.7 µM | actives 0.64% (n = 370,000) | AID 743269;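 active means inhibition above the screen-wide mean plus 3 SD, cut at about 13% in these data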;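 further: signal is the Cy5 over europium emission ratio at 671 and 618 nm; 0% = plate median of compound wells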
ADAM10 inh – ADAM10 inhibition, QFRET primary screen | O14672 | recombinant ADAM10, EDANS/DABCYL FRET peptide cleavage, 3 h | inhibition, % at 7 µM | actives 0.62% (n = 370,000) | AID 720582;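 active means inhibition above a per-campaign cutoff equal to the mean of compounds falling between control-based bounds plus 3 SD, cut at about 20% in these data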;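 further: 0% = DMSO wells while the 100% control is not disclosed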
Target sequence (O14672 214-748 limits assumed): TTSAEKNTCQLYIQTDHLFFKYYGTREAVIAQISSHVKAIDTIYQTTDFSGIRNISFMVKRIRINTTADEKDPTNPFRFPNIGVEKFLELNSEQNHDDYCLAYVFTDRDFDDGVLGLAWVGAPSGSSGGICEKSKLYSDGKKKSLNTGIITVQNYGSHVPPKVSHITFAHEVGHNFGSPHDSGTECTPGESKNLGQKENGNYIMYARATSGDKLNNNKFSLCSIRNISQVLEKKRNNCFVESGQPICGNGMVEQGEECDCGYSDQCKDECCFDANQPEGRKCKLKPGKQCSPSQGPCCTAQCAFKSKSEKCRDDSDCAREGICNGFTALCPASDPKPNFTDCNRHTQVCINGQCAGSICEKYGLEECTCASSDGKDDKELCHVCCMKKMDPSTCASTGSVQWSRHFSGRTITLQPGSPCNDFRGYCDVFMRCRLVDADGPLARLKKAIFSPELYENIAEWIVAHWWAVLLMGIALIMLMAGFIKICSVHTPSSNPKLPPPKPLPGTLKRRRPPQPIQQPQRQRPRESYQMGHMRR
TDP2 absorb – TDP2 (human) inhibition, absorbance primary screen. O95551. recombinant TDP2, T5PNP hydrolysis, p-nitrophenol absorbance 415 nm. inhibition, % at 12.8 µM. actives 0.34% (n = 370,000);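 active means inhibition above the mean of all tested compounds plus 3 SD, set per campaign, cut at about 25% in these data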;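 further: 0% = DMSO with enzyme and 100% = buffer with substrate but no TDP2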
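System – recombinant human TDP2 · Amount – 120 nM TDP2 per well · Buffer or medium – Mg2+-containing Tris-HCl buffer, pH 7.5 · Reagent – T5PNP substrate, 5 mM · Dosing – 12.8 µM single point, 1% DMSO · Incubation – 2 h at 37 °C · Measured by – epi absorbance · Read-out basis – percent inhibition · Benchmarks – high control without enzyme, low control DMSO plus TDP2 · Repeats – singlicate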
ADAM17 inh – ADAM17 inhibition, QFRET primary screen | P78536 | recombinant ADAM17, EDANS/DABCYL FRET peptide cleavage | inhibition, % at 6.95 µM | actives 0.83% (n = 370,000);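 active means inhibition above the mean of compounds lying between control limits plus 3 SD, set per campaign, cut at about 8.5% in these data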;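 further: 0% = DMSO-only wells as the low control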
Tn6 DDE FP – disrupts Tn6 cyclic peptide binding to fibrin D-Dimer-E complex. P02675. actives 0.21% (n = 370,000). inhibition, % at 8.3 µM. Fibrin DD(E) TRITC-Tn6 fluorescence polarization displacement. AID 720509;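 active means inhibition above a per-campaign cutoff: mean of compounds within control limits plus 3 SD, cut at about 15% in these data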;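 further: 0% = median of all compound wells on the plate and 100% = blocking peptide control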
* = called active by the depositor; i = inactive; x = no result given.

DDE Tn7 FP inh | ASAP1 inh | KLK7 zymogen act | PLC-gamma1 inh | ARFGAP1 inh | LEDGF integ inh | ADAM10 inh | TDP2 absorb | ADAM17 inh | Tn6 DDE FP | compound
4 | -9 | -0.1 | 1 | -14 | 1 | -9 | -1 | -2 | 8 | O=C(Nc1ccccc1)c1c(F)cccc1F
0 | 5 | 0.0 | 2 | -11 | 6 | 1 | -9 | 1 | 3 | Cc1cccc(N2C(=O)CN(Cc3ccccc3)C2=S)c1
4 | -7 | 0.2 | 1 | 4 | -1 | 2 | -2 | 4 | 6 | CC1CCCC(NC(=O)CN(C)S(=O)(=O)c2cnc[nH]2)C1C (stereo unspecified)
2 | 3 | 0.0 | -3 | -8 | 2 | 0 | -14 | 1 | 0 | COc1ccc(NC(=O)CSc2nc(O)c(Cc3ccccc3)c(=O)[nH]2)cc1
-10 | 1 | 0.3 | 4 | 0 | 3 | 7 | 3 | -1 | -5 | COc1ccc(CCN2CC(C(=O)NCCc3ccc(C)cc3)CC2=O)cc1OC (stereo unspecified)
-1 | 0 | 0.0 | -2 | 1 | 2 | -14 | 15 | -9 | -4 | O=C(COc1ccccc1)Nc1nc2cc3c(cc2s1)OCO3
2 | 7 | 0.3 | 2 | 4 | -2 | 6 | 0 | -2 | -3 | CCOC(=O)c1csc(NC(=O)CSc2nnnn2-c2ccc3c(c2)OCCO3)n1
-4 | -5 | 0.7 | 3 | 1 | 2 | -1 | 1 | 1 | -1 | O=S(=O)(N/N=C\c1ccc2c(c1)OCO2)c1ccc(Cl)cc1
1 | x | -0.8 | -3 | x | -4 | -1 | 4 | -1 | 1 | O=C(OC12CCCN(C1)/C(=C/c1cccc(Cl)c1)C2)C1CCCC1 (stereo unspecified)
0 | -9 | 0.3 | -10 | -3 | 1 | -12 | -5 | -3 | 4 | COc1cc(NC(=O)CSc2ccc(-c3ccco3)nn2)cc(OC)c1
5 | 11 | 0.2 | 2 | 5 | -2 | 0 | -8 | 1 | 3 | CCOC(=O)c1sc(NC(NC(=O)c2ccco2)(C(=O)OC)C(F)(F)F)nc1C (stereo unspecified)
-8 | 2 | -31 | i | 15 | 64* | i | -8 | -277 | -3 | C/C(=N\NC(=O)c1cc(-c2ccco2)nc2ccccc12)c1cccnc1
-6 | 1 | 0.6 | 1 | -13 | -6 | -9 | 0 | -3 | 1 | COc1ccc(N2CCN(c3ncnc4c3[nH]c3ccccc34)CC2)cc1
5 | 2 | 0.1 | -1 | -1 | 0 | -15 | 0 | -2 | 2 | COc1cc(N)c(Cl)cc1C(=O)OCC(=O)NCc1cccs1
-4 | 3 | 1.6 | -61 | 18 | -4 | -320 | -10 | -120 | -4 | CCCCN(Cc1cc2cc(OC)ccc2[nH]c1=O)C(=O)c1ccco1
-3 | -1 | 0.1 | -5 | 22 | -2 | -3 | -9 | -2 | 0 | CN(CC(=O)Nc1cccc(F)c1)C(=O)c1ccc(N2CCCCCC2)c([N+](=O)[O-])c1
-2 | 8 | -0.2 | -1 | -3 | -2 | -25 | -3 | -10 | 12 | CC1(C)Cc2nc3nc(SCC(=O)NCCc4ccccc4)n(-c4ccccc4)c(=O)c3cc2CO1
-6 | -9 | -0.2 | -9 | 0 | 0 | -59 | -1 | -21 | -2 | Cc1ccc2[nH]c(=O)c(CN(Cc3ccco3)C(=O)N3CCOCC3)cc2c1
-6 | -8 | 0.3 | -2 | -2 | -2 | -14 | -10 | -5 | -5 | CSc1cccc(N2CC(C(=O)N(CC(C)C)c3c(N)n(Cc4ccccc4)c(=O)[nH]c3=O)CC2=O)c1 (stereo unspecified)
6 | 2 | 0.2 | 2 | -1 | 0 | -12 | -3 | -2 | -2 | CC1CCCC(NC(=O)c2ccc(F)c(S(=O)(=O)N3CCOCC3)c2)C1C (stereo unspecified)
10 | -4 | 0.8 | 2 | 2 | -3 | 10 | -7 | 0 | 9 | CCCc1nnc(NC(=O)c2cccnc2)s1
6 | 7 | -0.8 | -3 | 7 | 1 | -33 | 4 | -11 | -11 | O=C1NC(c2cccc([N+](=O)[O-])c2)Oc2ccccc21 (stereo unspecified)
6 | 8 | -0.1 | -2 | 8 | -5 | -5 | -6 | -9 | 2 | Cc1cc2nnc(SCc3ccc4c(c3)OCO4)n2c2ccccc12
0 | 2 | 0.6 | -2 | 10 | 2 | -8 | 3 | 1 | 6 | O=C(NNC(=O)C1CC(=O)N(c2ccc3c(c2)OCCO3)C1)c1ccc(F)cc1 (stereo unspecified)
-3 | -2 | 0.2 | -1 | -12 | -2 | -12 | -6 | -1 | -5 | O=C(NC1CCCCC1)C1Cc2ccccc2CN1S(=O)(=O)c1ccc(F)cc1 (stereo unspecified)
5 | 7 | -0.6 | 4 | 9 | -3 | -1 | -13 | -4 | 4 | O=C(NCCNS(=O)(=O)c1ccc(Cl)cc1)c1cc(OCC(F)(F)F)ccc1OCC(F)(F)F
4 | 11 | -0.3 | -9 | -2 | -1 | 3 | -1 | 1 | 11 | Cc1cccc(C)c1NS(=O)(=O)c1cc2c3c(c1)CC(=O)N3CCC2
-7 | -2 | 1.6 | -2 | 14 | -1 | 3 | -5 | -3 | 6 | O=C(NCCCc1ccccc1)c1cccc(NC(=O)C2CCCC2)c1
4 | -8 | 0.1 | -1 | 9 | 2 | -3 | -7 | -3 | 7 | O=C1[C@@H]2[C@H](C(=O)N1O)[C@H]1C=C[C@@H]2C1
7 | -14 | -0.2 | -1 | 3 | -3 | 13 | -17 | 2 | -4 | CCOc1ccc(Oc2ccc(C(F)(F)F)cc2N)cc1
4 | 4 | -0.2 | -6 | 10 | 1 | 2 | 0 | 4 | 5 | Cc1noc(C)c1N=Nc1ccc(Br)cc1C(=O)O
-1 | 10 | 0.6 | 0 | -4 | 1 | 6 | -14 | 0 | -1 | CC(=O)c1ccc(O)c(CSc2nncn2C)c1
-6 | -10 | -0.2 | -14 | 7 | 1 | -17 | 3 | 7 | -2 | C=CCOC(=O)C1=C(C)NC(SCC(=O)N(CC)CC)=C(C#N)C1c1ccccc1 (stereo unspecified)
-5 | 10 | 0.0 | 0 | 10 | -2 | -6 | -2 | -1 | 1 | O=C(NCc1ccco1)/C(=C\c1cccc([N+](=O)[O-])c1)NC(=O)c1ccco1
7 | -7 | 0.5 | -2 | -2 | -5 | 7 | -4 | -4 | -2 | O=C(N/C(=C\c1ccc(Cl)cc1)C(=O)N1CCCCC1)c1ccco1
0 | 14 | 1.1 | -13 | -2 | -1 | -37 | 11 | -18 | -19 | CC(C)CS(=O)(=O)C1=NSC2=NC(=O)/C(=C\c3ccc(OC(=O)c4ccco4)cc3)C(=N)N21
10 | 8 | 8.2 | -30 | 14 | -3 | 1 | 3 | 0 | -6 | CCCCNC(=S)NCc1ccc2[nH]c3c(c2c1)CCCC3
2 | -10 | -0.4 | -20 | 7 | -5 | -17 | 5 | -3 | -2 | CCOc1cc(N2CCOCC2)c(OCC)cc1NC(=O)Cn1cnnn1
1 | 12 | 0.2 | 5 | 9 | 0 | -18 | 8 | 1 | -8 | Cc1ccc(S(=O)(=O)N(Cc2ccc([N+](=O)[O-])cc2)C(=O)N2CCN(C)CC2)cc1
-9 | -1 | 4.6 | -55 | 2 | -7 | -122 | -4 | -29 | 0 | Cc1cc(=O)oc2c(N)c(O)ccc12
7 | 3 | 0.0 | -12 | 10 | 0 | -9 | -5 | -2 | 4 | Cc1ccc(Nc2nnc(SCc3cc(=O)n4ccsc4n3)s2)c(C)c1
1 | -10 | 0.7 | 1 | -1 | -5 | -18 | 5 | -2 | -5 | COc1cc(Cl)c(NS(=O)(=O)c2cc3[nH]c(=O)c(=O)[nH]c3cc2C)c(OC)c1
2 | -14 | 0.4 | -2 | -4 | -3 | -9 | -3 | -2 | 12 | O=C(CN1C(=O)CC(c2ccco2)Sc2ccccc21)NCC1CCCO1 (stereo unspecified)
-8 | -15 | 0.2 | 2 | 2 | -1 | -9 | -4 | 0 | 6 | O=C(O)c1ccc2c(c1)C(=O)N(c1ccc(Cl)cn1)C2=O
-13 | -4 | 0.3 | 0 | 4 | 3 | -11 | -9 | 2 | 5 | Cc1cccc(C)c1NC(=O)C1(C)CSCC(=O)N1Cc1ccco1 (stereo unspecified)
6 | -6 | -0.1 | -2 | 6 | 2 | 2 | 4 | -1 | 0 | CCOC(=O)c1nnn(-c2nonc2-n2cccc2)c1CN1CCCCC1
-7 | 5 | -0.4 | 5 | 5 | 4 | -7 | -6 | 2 | 8 | C=CC[C@]12C[C@@]3(O[C@H](c4ccc(C(F)(F)F)cc4)N=C3C[C@H](c3ccc(OC)cc3)[C@H]1C)N(C1CCN(Cc3ccccc3)CC1)C2=O
1 | 7 | 0.7 | 1 | -5 | 2 | -4 | 3 | -3 | -5 | O=C(NCCc1cccc(Cl)c1)C1CCC(=O)N(Cc2ccc(Cl)cc2)C1 (stereo unspecified)
0 | -7 | 0.1 | 0 | -1 | -1 | -3 | 2 | -3 | 1 | COc1cc(OC)c2c(-c3cccc(-c4ccc(C(F)(F)F)cc4)c3)cc(=O)oc2c1
-6 | -14 | -1.0 | -1 | 5 | 1 | 6 | -10 | -2 | -1 | FC(F)(F)c1nnc2c(Sc3ccccc3)nc3ccccc3n12
-5 | -6 | -0.1 | 2 | 4 | 2 | 6 | -2 | 2 | 9 | COC(=O)COc1cccc(NC(=O)c2ccc(C)cc2)c1

Entries of single compounds from above. Order of screens: DDE Tn7 FP inh, ASAP1 inh, KLK7 zymogen act, PLC-gamma1 inh, ARFGAP1 inh, LEDGF integ inh, ADAM10 inh, TDP2 absorb, ADAM17 inh, Tn6 DDE FP
O=C1NC(c2cccc([N+](=O)[O-])c2)Oc2ccccc21 (stereo unspecified) reads 6, 7, -0.8, -3, 7, 1, -33, 4, -11, -11
CCOc1cc(N2CCOCC2)c(OCC)cc1NC(=O)Cn1cnnn1 reads 2, -10, -0.4, -20, 7, -5, -17, 5, -3, -2
Cc1cc(=O)oc2c(N)c(O)ccc12 reads -9, -1, 4.6, -55, 2, -7, -122, -4, -29, 0
C=CC[C@]12C[C@@]3(O[C@H](c4ccc(C(F)(F)F)cc4)N=C3C[C@H](c3ccc(OC)cc3)[C@H]1C)N(C1CCN(Cc3ccccc3)CC1)C2=O reads -7, 5, -0.4, 5, 5, 4, -7, -6, 2, 8
